FLuc inh counter: inhibits firefly luciferase, flagging false hits in luciferase inhibition screens | P08659 | ATPLite firefly luciferase biochemical luminescence, 10 min | inhibition, % at 10 µM | actives 1.5% (n = 200,000);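 active = inhibition above about 50% when tested at 10 µM, limit read from the data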
Target sequence (P08659 whole entry, looked up): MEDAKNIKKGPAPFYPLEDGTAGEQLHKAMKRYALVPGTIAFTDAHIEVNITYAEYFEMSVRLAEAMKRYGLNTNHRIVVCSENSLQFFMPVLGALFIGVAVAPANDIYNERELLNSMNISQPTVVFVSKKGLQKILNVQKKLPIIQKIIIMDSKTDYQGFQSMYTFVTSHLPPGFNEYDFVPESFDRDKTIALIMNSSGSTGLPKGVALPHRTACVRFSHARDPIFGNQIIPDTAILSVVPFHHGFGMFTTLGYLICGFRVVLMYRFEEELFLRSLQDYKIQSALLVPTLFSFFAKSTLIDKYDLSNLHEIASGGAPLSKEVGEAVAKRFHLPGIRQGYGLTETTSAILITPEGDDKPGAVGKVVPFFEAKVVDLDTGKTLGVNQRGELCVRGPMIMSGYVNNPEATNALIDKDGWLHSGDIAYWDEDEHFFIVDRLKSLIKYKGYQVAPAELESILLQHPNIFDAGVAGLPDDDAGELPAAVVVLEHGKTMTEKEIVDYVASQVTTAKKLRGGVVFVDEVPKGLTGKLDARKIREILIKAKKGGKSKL
APP 5UTR inh: APP translation inhibition. SH-SY5Y APP 5'UTR-luciferase reporter, luminescence. inhibition, % at 2 µM. actives 0.82% (n = 190,000). AID 1285;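 active = inhibition above a set limit, derived from the sample mean plus 3 SD, cut at about 45% in these data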; also: values of inactives mirror those of a sister screen read the other way
FLuc stim CS: affects firefly luciferase, flagging false hits in luciferase stimulation screens; ATPlite luciferase biochemical, luminescence, 10 min; 0 = ATP-free wells, 1 = DMSO control; activation factor at 10 µM; 200,000 tested, under 10 active; AID 1027;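 active = luciferase activation factor, scaled between plate controls, of at least 2 with compound at 10 µM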
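Assay system: Luciferase/luciferin reagent mix; Medium: PBS as buffer for the ATP substrate; Dosing: test compounds dosed from 2 mM stocks in 100% DMSO; Times: 10 min, room temperature; Signal: luminescence from luciferase reaction; Read-out: luciferase activation; Controls: No-ATP low control, compound-free enzyme-plus-ATP high control.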
ROMK mod: human ROMK K+ channel modulation, primary screen | P48048 | Tet-inducible ROMK, thallium flux fluorescence; actives lie on both sides | B-score at 10 µM | actives 2% (n = 130,000) | AID 1918;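 active = signal ratio slope over the read window, or its plate-corrected B-score, at least 3 SD from the plate mean, either direction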;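 also: B-score of the F/F0 ratio slope over 7 to 12 s after thallium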
Target sequence (P48048 whole entry, looked up): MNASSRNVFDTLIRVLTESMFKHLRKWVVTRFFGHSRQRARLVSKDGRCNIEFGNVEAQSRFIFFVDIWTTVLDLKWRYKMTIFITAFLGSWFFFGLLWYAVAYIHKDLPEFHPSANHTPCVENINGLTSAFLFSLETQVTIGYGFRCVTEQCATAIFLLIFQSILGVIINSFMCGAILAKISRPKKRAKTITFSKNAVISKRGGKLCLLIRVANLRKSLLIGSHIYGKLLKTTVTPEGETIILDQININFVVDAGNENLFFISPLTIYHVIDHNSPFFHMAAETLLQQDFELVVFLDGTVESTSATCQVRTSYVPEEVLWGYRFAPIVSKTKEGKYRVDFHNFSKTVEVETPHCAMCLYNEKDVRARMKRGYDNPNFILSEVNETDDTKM
STAT3 activator: STAT3 signaling activation; activation (% of control), % at 5.6 µM; actives 0.91% (n = 190,000); U3A cells, IL-6 STAT3-luciferase reporter, luminescence; 100% = signal with IL-6 EC80 alone;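 active = activation above the screen-wide mean of compound activation plus 3 SD, cut at about 130% in these data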;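 also: 0% = background luminescence of wells with medium and substrate only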
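Material: STAT3-luciferase reporter U3A cells; Probe or stimulus: IL-6 (33 ng/mL); Incubation: compound pre-incubation 1 h before IL-6, then 6 h stimulation at 37 °C; Technique: luminescence from STAT3-driven luciferase reporter; Evaluation: % activation versus median of IL-6-stimulated wells; Controls: IL-6-only high control.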
NF-kB neuron act: compounds increasing NF-kB expression in human neuronal cells; fold change at 12.5 µM; NF-kB reporter expression; active compounds read high; actives 1.6% (n = 190,000); in the data active = fold change above about 3.3
STAT1 blocker: reduces IFN-gamma driven STAT1 reporter signal; NIH 3T3 STAT1-luciferase reporter, luminescence; inhibition, % at 5.5 µM; actives 0.35% (n = 200,000);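 active = inhibition above a set limit, the mean inhibition across all tested compounds plus 3 SD, cut at about 34% in these data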;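 also: 0% = IFN-gamma with DMSO and 100% = IFN-gamma with 300 µM nifuroxazide; values of inactives mirror those of a sister screen read the other way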
STAT3 inh: reduces IL-6 driven STAT3 reporter signal; U3A cells, IL-6 STAT3-luciferase reporter, luminescence; host cell line lacks STAT1; inhibition, % at 5.5 µM; actives 0.89% (n = 190,000);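 active = inhibition above the mean inhibition across all screened compounds plus 3 SD, cut at about 44% in these data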;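 also: 0% = DMSO only wells and 100% = 100 µM nifuroxazide control wells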
APP 5'UTR act: APP 5'UTR luciferase reporter activation; AID 1276; actives 1% (n = 190,000); activation, % at 2 µM; SH-SY5Y APP 5'UTR luciferase reporter, luminescence; zero percent = DMSO vehicle wells;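 active = activation above a set limit, based on mean plus 3 SD of controls, cut at about 140% in these data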; also: values of inactives mirror those of a sister screen read the other way
STAT1 act: activators of IFN-gamma induced STAT1 signaling; NIH 3T3 STAT1-luciferase reporter, luminescence; 100% = IFN-gamma alone, no compound; activation (% of control), % at 5.5 µM; actives 2.6% (n = 200,000); AID 932;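 active = activation above the screen-wide mean activation plus 3 SD, cut at about 130% in these data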;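 also: raw ratio to IFN-gamma control signal so 100% means no change and 0% no light; values of inactives mirror those of a sister screen read the other way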
Active calls of the source: *; . = not tested or not shown.

SMILES	FLuc inh counter	APP 5UTR inh	FLuc stim CS	ROMK mod	STAT3 activator	NF-kB neuron act	STAT1 blocker	STAT3 inh	APP 5'UTR act	STAT1 act
CC(=O)C1=C(O)C(=O)N(CCNCCO)C1c1ccccc1 (stereo unspecified)	-8	-15	1.1	.	98	0.91	-4	6	15	104
Cc1ccc(C)c(N2CCN(C(=O)Cn3cccc3)CC2)c1	-2	-8	1	-0.67	102	1	-1	0	8	101
CC(=O)N(C)/C=C1\Sc2ccccc2C1=O	0	-4	1	.	110	0.95	1	-7	4	99
Nn1c(SCC(=O)Nc2ccc(F)cc2)nnc1-c1cccnc1	-7	-18	1.1	1.1	96	1.1	9	8	18	92
CCCNC(=O)c1ccc(Cn2c(=S)[nH]c3c([nH]c4ccc(OC)cc43)c2=O)cc1	-2	-3	1	.	96	2	-1	8	3	101
CCN(CC)CCn1c(SCC(=O)Nc2ccc(F)cc2)nc2c(sc3ccccc32)c1=O	-3	10	1	-0.86	93	0.91	2	10	-10	98
CC1=CC(C)(C)N2C(=O)C3(C(C#N)=C(N)Oc4cc(C)oc(=O)c43)c3cccc1c32 (stereo unspecified)	0	-3	1	0.24	97	0.91	-3	6	3	100
O=C(N/N=C\c1ccc(F)cc1)c1csnn1	11	-14	0.9	-0.16	107	1.6	.	0	14	.
O=C(CC(NCc1ccccn1)C(=O)O)Nc1ccccc1Cl (stereo unspecified)	1	-7	1	-0.3	108	1.3	4	-4	7	97
COCCn1c(=O)[nH]c2cc(C(=O)NCCc3ccc(OC)c(OC)c3)ccc2c1=O	-1	1	1	.	101	0.95	-2	4	-1	101
N#CCCN(Cc1ccccc1)C(=S)Nc1ccccc1	-9	-34	1.1	-0.62	101	0.98	3	1	34	98
CC1=Nc2cc(C(=O)O)ccc2Sc2ccc(Br)cc21	0	-4	1	0.0076	103	1.2	4	-4	4	96
CCOC(=O)Cn1c(=NC(=O)CSC(C)=O)sc2cc(F)ccc21	-6	-9	1.1	.	103	1.1	-1	2	9	101
Cn1c(CCN2CCOCC2)nc2cc(NC(=O)COc3ccccc3)ccc21	-4	-2	1	.	106	1.2	-2	-1	2	102
COc1ccc(S(=O)(=O)Cc2ccc(C(=O)N3CCN(c4cc(Cl)ccc4C)CC3)o2)cc1	-12	12	1.1	.	98	1.1	6	11	-12	95
COc1ccc(NC(=O)CSc2nnc(-c3ccc(C)cc3)n2N)cc1	-6	-12	1.1	-0.41	106	0.84	2	1	12	98
COc1ccccc1NCc1ccc([N+](=O)[O-])s1	-1	-16	1	.	101	1.4	4	-2	16	97
Cc1nc(N)c(Br)c(C)c1Br	-4	-2	1	0.69	93	1.1	3	10	2	97
COCCCNC(=O)C1CC(=O)N(c2ccc(C)cc2)C1 (stereo unspecified)	-6	-21	1.1	.	97	1.1	6	9	21	95
CCN1CCN(Cc2c(O)ccc3c2O/C(=C\c2ccccc2)C3=O)CC1	0	-3	1	.	103	1	1	1	3	101
COc1ccc(CN(CC(=O)NCC2CCCO2)C(=O)CNS(=O)(=O)c2ccc(C)cc2)cc1 (stereo unspecified)	-4	-10	1	.	91	1.1	-1	14	10	101
COc1ccc(CC(=O)OCN2C(=O)c3ccccc3C2=O)cc1	-10	-1	1.1	-1.2	95	0.98	-2	12	1	102
CCc1cc2c(-c3ccccc3)cc(=O)oc2cc1OC(=O)c1cccs1	0	-8	1	.	102	0.85	-1	-2	8	101
CCOc1ccc2nc(NC(=O)c3ccc(OCC4CCCO4)cc3)sc2c1 (stereo unspecified)	22	-78	0.8	.	89	1.1	-24	9	78	121
COc1ccccc1Oc1ccc2c(c1)C(=O)N(c1cccc3ncccc13)C2=O	0	4	1	-2.1	69	0.73	20	39	-5	82
CCOC(=O)C1CCCN(Cc2cc(Br)c(OC)cc2OC)C1 (stereo unspecified)	-3	-5	1	.	86	1	4	19	5	96
COc1cccc(CSc2nc3cc4c(cc3cc2C)OCCO4)c1	-3	12	1	0.17	95	1.1	-6	4	-12	105
CCOc1cc(CNC(C)(C)CO)cc(Br)c1OCc1ccc(Cl)cc1Cl	-1	-9	1	.	101	1.1	-1	-1	9	100
COc1ccc(OC)c(NC(=O)Nc2cccc3ccccc23)c1	0	3	1	0.49	100	0.97	-13	7	-3	112
CCCN(CC1CC1)C(=O)CSc1ncnc2sccc12	-9	-21	1.1	-1.2	102	1.2	-2	0	21	101
COC(=O)c1ccccc1-c1ccc(C(c2c(C)[nH][nH]c2=O)c2c(C)[nH][nH]c2=O)o1	-5	-17	1.1	-3.8*	113	0.93	-6	-9	17	106
N#Cc1ccccc1Sc1ccccc1N	-3	5	1	.	92	1.1	-4	13	-5	103
COc1ccc(C2CC(=O)C(C=NCCN3CCNCC3)=C(O)C2)cc1OC (stereo unspecified)	-3	-5	1	.	96	1.1	4	11	5	97
CN(C)C(=O)CN1CCN(Cc2cn(C)nc2-c2ccc3c(c2)OCCO3)CC1	-3	-13	1	1.4	106	0.89	1	-5	13	97
CC(C)N1C(=O)CCC1C(=O)O (stereo unspecified)	0	-2	1	0.67	107	1.2	-2	1	2	102
O=C(COC(=O)c1cc(=O)[nH]c2ccccc12)Nc1nc(-c2cccc(Br)c2)cs1	-3	6	1	0.11	87	1.3	-3	15	-6	103
Cc1c(-n2cccc2C=O)cccc1[N+](=O)[O-]	-6	-6	1.1	0.032	105	1.2	-11	-1	6	107
CCCCCC(=O)Nc1ccc(S(=O)(=O)Nc2nccc(C)n2)cc1	-2	2	1	2.1	96	2	-1	12	-2	99
COC(=O)c1c(N2C(=O)Nc3ccccc3N2O)sc(C)c1C	-6	-25	1.1	.	100	1.6	-2	1	25	101
O=C(CSc1nnc(Cc2ccc3c(c2)OCO3)n1C1CCCCC1)NC1CCCC1	-5	-4	1.1	-0.012	101	1.1	6	3	4	94

One compound at a time, as listed above. Screens in order: FLuc inh counter, APP 5UTR inh, FLuc stim CS, ROMK mod, STAT3 activator, NF-kB neuron act, STAT1 blocker, STAT3 inh, APP 5'UTR act, STAT1 act
`CCOc1cc(CNC(C)(C)CO)cc(Br)c1OCc1ccc(Cl)cc1Cl` across the screens: -1, -9, 1, ., 101, 1.1, -1, -1, 9, 100
`N#Cc1ccccc1Sc1ccccc1N` across the screens: -3, 5, 1, ., 92, 1.1, -4, 13, -5, 103
`COc1cccc(CSc2nc3cc4c(cc3cc2C)OCCO4)c1` across the screens: -3, 12, 1, 0.17, 95, 1.1, -6, 4, -12, 105
`CCOC(=O)C1CCCN(Cc2cc(Br)c(OC)cc2OC)C1` (stereo unspecified) across the screens: -3, -5, 1, ., 86, 1, 4, 19, 5, 96

(next part)
SMILES	FLuc inh counter	APP 5UTR inh	FLuc stim CS	ROMK mod	STAT3 activator	NF-kB neuron act	STAT1 blocker	STAT3 inh	APP 5'UTR act	STAT1 act
CCCN1C(=O)c2ccccc2NC1c1ccc(OC)cc1O (stereo unspecified)	-6	7	1.1	-1.5	122	2.8	5	-22	-7	95
CCOC(=O)N1CCC(NC(=O)C2CCCN(S(=O)(=O)c3ccc4c(c3)oc(=O)n4C)C2)CC1 (stereo unspecified)	-6	6	1.1	0.035	99	0.98	9	8	-6	92
Cc1cc(Nc2ccccc2)nc(-c2ccccc2O)n1	-9	-20	1.1	.	98	1.5	-15	5	21	114
O=C(N/N=C\c1cccs1)c1ccccc1-n1cccc1	1	-8	1	0.62	138*	0.92	2	-44	8	97
O=C(COC(=O)C1CCC1)Nc1ccc(Oc2ccccc2)cc1	-1	0	1	0.46	97	1.3	3	11	1	97
CCOC(=O)/C(CCC[N+](C)(CC)CC)=N\O	-6	-1	1.1	-0.33	96	1.6	8	9	1	92
CCN(CC)C(=O)c1sc(NC(=O)Cc2cccs2)c(C#N)c1C	-6	7	1.1	.	108	1.2	-2	-5	-7	102
O=C1NCCCN1Cc1ccc(F)cc1Cl	-3	2	1	.	100	1.2	-2	3	-2	102
Cc1ccc2cc(C#N)c(NCCNC(=O)C3CC3)nc2c1C	-6	10	1.1	.	58	0.87	8	56*	-10	93
Cc1ccc(SCc2cc(=O)n3ccsc3n2)c(C)c1	1	-52	1	.	96	2.2	-38	4	52	134*
O=C(CN1CCOCC1)Nc1ccc([N+](=O)[O-])cc1Br	-6	-1	1.1	-1.7	90	.	-1	17	1	102
CCCCn1c(SCC(=O)Nc2cc(C)on2)nc2c1c(=O)n(C)c(=O)n2C	-7	-17	1.1	1.7	101	0.99	3	2	17	97
Cc1oc2c(c1C(=O)Nc1cccc(C(=O)O)c1)CCCC2	-3	-10	1	-1.2	103	1.5	-4	1	10	104
O=C(NCCc1ccccc1)C1CCN(C2CCN(Cc3ccco3)CC2)CC1	-7	-8	1.1	0.046	98	0.79	8	14	8	92
COc1ccc(-c2cn3ccccc3n2)cc1[N+](=O)[O-]	79*	-104	0.2	-0.87	76	1	-50	29	104	144*
CCC(=O)n1nc(-c2cccnc2)nc1NCc1cccs1	-1	-11	1	0.01	105	0.95	-11	-4	11	110
COC1Cc2ccccc2N(C(=O)N2CCN(CCO)CC2)c2ccccc21 (stereo unspecified)	-2	1	1	.	98	1.1	7	7	-1	93
CCOC(=O)c1c(N)sc(C(=O)Nc2ccccc2F)c1C	75*	-238	0.2	-0.55	71	7.4*	-1	36	238*	101
Cc1nn(C)c(C)c1/C=N/N=C1\CCC2C3CCc4cc(O)ccc4C3CCC12C (stereo unspecified)	-6	-26	1.1	0.29	89	1	4	14	26	96
CCCCC(=O)Nc1cccc(-c2nn3c(C)nnc3s2)c1	-4	-4	1	.	88	0.9	13	17	4	83
CCc1ccc(CNC(=O)Cn2nc(-c3ccccc3)ccc2=O)cc1	4	6	1	-1.3	115	1.3	-6	-3	-6	104
CC1CCN(c2c(NCC3CCC(C(=O)N4CCc5ccccc5C4)CC3)c(=O)c2=O)CC1 (stereo unspecified)	-6	-14	1.1	.	96	1	12	10	14	89
CCS(=O)(=O)NCCCCc1ccccc1	1	0	1	.	96	1.1	4	7	0	96
Cc1cccc(C(=O)NCCN(C)C)c1	-7	15	1.1	-0.23	97	1.2	-5	4	-15	105
O=C(NNC1=NCCC1)c1cccc(Br)c1	-3	20	1	.	101	1.1	-11	2	-20	110
CC(C)(C)/C=N/NC(=O)CNC(=O)c1ccc2c(c1)OCCO2	5	10	1	2.2	95	1.2	11	10	-10	90
Cc1ccc(C(=O)N/C(=C/c2cccs2)C(=O)NCCc2c[nH]c3ccccc23)cc1	-1	14	1	-1.3	115	0.81	-6	-17	-14	105
CC12CN(C(=O)c3ccccc3)C3(C#N)CC1CCC23C (stereo unspecified)	-2	0	1	.	96	1	-3	8	0	102
Cc1cc(C)nc(SC2=CS(=O)(=O)c3ccccc32)n1	3	8	1	0.56	82	1	24	26	-8	78
Nc1nc(CSc2nnnn2-c2ccccc2)nc(N2CCCc3ccccc32)n1	2	0	1	-1.3	111	0.54	6	-10	0	93
Cc1ccc(-n2c(SCC(=O)Nc3ccc4c(c3)OCO4)nnc2-c2cccs2)cc1	-8	20	1.1	.	97	1	10	3	-20	91

Records listed above shown as hits in ROMK mod:
structure | APP 5UTR inh | FLuc stim CS | ROMK mod | STAT3 activator | NF-kB neuron act | STAT1 blocker | APP 5'UTR act | STAT1 act
COC(=O)c1ccccc1-c1ccc(C(c2c(C)[nH][nH]c2=O)c2c(C)[nH][nH]c2=O)o1 | -17 | 1.1 | -3.8* | 113 | 0.93 | -6 | 17 | 106
